EWS-Fli block – blocks EWS/Fli oncoprotein-driven transcription; A673 NR0B1-luciferase reporter, viability-normalised; inhibition, % at 12.6 µM; 0.67% of 350,000 active;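 active means mean inhibition of at least 50% after viability correction, with every replicate also passing that limit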;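 further: firefly luciferase signal divided by Alamar Blue viability fluorescence both relative to DMSO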
esBAF inh – blocks esBAF chromatin remodeling in mouse ES cells; AID 602393; 2% of 350,000 active; Bmi1-luciferase knock-in reporter, 24 h; 100% = twice the neutral-well signal; reporter increase, % at 12.5 µM; in the data active means activation above about 40%;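 further: 0% = median of the plate's neutral control wells and 100% = double that signal; a rise in the Bmi1 reporter signal indicates esBAF inhibition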
XiGFP reactiv – reactivates the inactive X chromosome in mouse fibroblasts; XiGFP mouse fibroblasts, % GFP-positive cells imaging, 3 d; cells co-treated with 5-aza-dC sensitizer; scaled so ellipticine positive control = 100%; activation, % at 7.58 µM; 0.055% of 360,000 active;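 active means mean normalized replicate activation at least 10% and every replicate at or above 10%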;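 further: 0% = median of on-plate neutral control wells and 100% = ellipticine 6 µM median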
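System: XiGFP fibroblasts, SV40-immortalized. Medium: DMEM plus 5-aza-dC sensitizer. Doses: single point. Timing: 3 d treatment, 15 min room-temperature fixation. Control set: ellipticine 6 µM.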
RAD52 inh – blocks human RAD52 DNA annealing; P43351; recombinant RAD52 DNA annealing, FRET fluorescence; inhibition, % at 18.7 µM; 0.46% of 360,000 active;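 active means every replicate showing at least 50% inhibition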
Target sequence (P43351 whole entry, looked up): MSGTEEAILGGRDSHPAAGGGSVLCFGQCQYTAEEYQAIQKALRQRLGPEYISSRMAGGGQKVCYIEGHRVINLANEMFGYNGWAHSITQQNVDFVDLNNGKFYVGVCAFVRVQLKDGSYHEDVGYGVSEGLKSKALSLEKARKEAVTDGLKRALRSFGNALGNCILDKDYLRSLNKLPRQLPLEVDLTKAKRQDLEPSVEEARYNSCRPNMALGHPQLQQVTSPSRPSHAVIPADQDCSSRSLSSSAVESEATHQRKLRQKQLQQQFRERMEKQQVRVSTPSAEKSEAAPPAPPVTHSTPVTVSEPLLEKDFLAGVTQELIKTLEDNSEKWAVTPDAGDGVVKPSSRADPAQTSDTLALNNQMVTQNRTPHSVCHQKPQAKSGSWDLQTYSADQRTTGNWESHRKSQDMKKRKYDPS
E-selectin induc – induces E-selectin expression in human endothelial cells; activation, % at 7.58 µM; 0.37% of 260,000 active; AID 686992; P16581; HUVEC E-selectin immunofluorescence imaging; normalized: neutral wells 0, TNF-alpha wells 100;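 active means mean E-selectin-positive cell signal at least 10% of the positive control, reached in at least 60% of replicates, without over 20% cell loss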;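 further: in these data hits start at about 27%; measured in HUVEC primary endothelial cells; signal is the percent of cells scored E-selectin positive by PE staining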
Target sequence (P16581 whole entry, looked up): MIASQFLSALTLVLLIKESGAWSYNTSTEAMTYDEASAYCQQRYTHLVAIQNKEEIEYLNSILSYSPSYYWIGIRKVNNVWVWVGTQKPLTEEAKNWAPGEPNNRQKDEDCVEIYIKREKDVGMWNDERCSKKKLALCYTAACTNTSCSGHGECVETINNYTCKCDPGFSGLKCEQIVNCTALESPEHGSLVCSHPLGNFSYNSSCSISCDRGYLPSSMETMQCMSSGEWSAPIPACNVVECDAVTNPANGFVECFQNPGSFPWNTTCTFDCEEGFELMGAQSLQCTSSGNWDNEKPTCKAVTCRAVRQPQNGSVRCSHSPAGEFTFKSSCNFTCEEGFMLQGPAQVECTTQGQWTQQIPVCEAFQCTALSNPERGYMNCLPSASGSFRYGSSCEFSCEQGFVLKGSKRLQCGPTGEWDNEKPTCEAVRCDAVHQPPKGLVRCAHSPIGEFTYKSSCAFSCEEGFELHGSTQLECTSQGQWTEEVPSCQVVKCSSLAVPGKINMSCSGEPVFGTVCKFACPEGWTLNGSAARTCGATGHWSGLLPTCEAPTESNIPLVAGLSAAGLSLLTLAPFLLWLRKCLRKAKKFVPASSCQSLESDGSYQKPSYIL
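assay system = HUVEC, human umbilical vein endothelial cells | input = 3,000 HUVEC seeded per well | medium = EGM-2 growth medium on 0.1% gelatin-coated wells | dosing = one compound dose added by pin transfer | signal = immunofluorescence imaging | read-out basis = % PE-positive cells | control set = TNF-alpha, DMSO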
S100A4 inh HTS – blocks human S100A4 binding to myosin IIA peptide; 0.14% of 360,000 active; inhibition, % at 10.7 µM; P26447; S100A4/TAMRA-MyoIIA peptide fluorescence polarization;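 active means mean inhibition of at least 70% across replicates, with every replicate also reaching that level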
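assay system = human S100A4 monomer with TAMRA-labelled myosin IIA peptide | also added = labelled myosin peptide probe, 5 nM | incubation = 5 min between mix addition and reading | control set = DMSO and TFP controls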
FN deposition inh – fibronectin deposition inhibition | 0.086% of 350,000 active | AID 743247 | AH1F fibroblasts, Alexa488-fibronectin deposition fluorescence, overnight | inhibition, % at 12.6 µM;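 active means mean inhibition across replicates of 30% or more, regardless of how many single replicates reach that level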;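 further: positive control wells lacked labelled fibronectin entirely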
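Material – AH1F fibroblast monolayer, labelled fibronectin deposition · Reagent – labelled fibronectin 24 nM · Timing – 1 h adhesion, overnight exposure · Measured by – fluorescence at 485 nm excitation, 525 nm emission · Read-out – inhibition of fibronectin deposition signal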
RAD54 inh – blocks human RAD54 Holliday junction branch migration; Q92698; FAM/BHQ fluorescence; inhibition, % at 10.4 µM; 0.14% of 360,000 active; AID 602329;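 active means mean normalized replicate activity at least 40 and at least half of replicates scoring 40 or more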;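 further: 0% = median of neutral control wells and 100% = median of positive control wells; inhibitors cause a drop in the FAM fluorescence signal; in these data hits start at about 50%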
* hit, by the source's call; x = not tested or not shown; & = joins results of further samples.

no.	SMILES	EWS-Fli block	esBAF inh	XiGFP reactiv	RAD52 inh	E-selectin induc	S100A4 inh HTS	FN deposition inh	RAD54 inh
1	CCC(=O)N1[C@H](CN(CC)C(=O)c2cccc(F)c2)[C@H](c2ccccc2)[C@@H]1CO	17	2	0.2	-14	0.2	34	-11	-2
2	O=C(/C=C/c1ccc(Cl)cc1)Nc1ccc(N2CCOCC2)cc1	-1	x	0.0	-9	x	-5	x	x
3	Cc1noc(C)c1NC(=O)N(C)C[C@H]1Oc2ncc(C#CCN(C)C)cc2C(=O)N([C@@H](C)CO)C[C@H]1C	-3	-2	1.1	-12	-0.3	8	x	2
4	COc1ccc(C2=NN(C(C)=O)CC2c2cccc([N+](=O)[O-])c2)cc1 (configuration not stated)	x	9	0.1	-16	x	-1	8	0
5	C[C@@H]1CN([C@H](C)CO)C(=O)CCCn2cc(nn2)CO[C@H]1CN(C)Cc1ccncc1	1	-4	0.1	x	0.0	x	-6	x
6	CCOC(=O)c1sc2ncn(/N=C/c3ccc(O)c(OC)c3)c(=O)c2c1C	32	x	-0.1	-4	0.4	-5	4	x
7	Cc1c[nH]c2cccc(OCC(CNC(C)(C)C)OC(=O)c3ccccc3)c12 (configuration not stated)	1	0	0.0	39	0.0	-2	5	-5
8	O=C(CCCNC(=O)c1ccc(Cl)cc1)Nc1ncccc1O	2	x	0.1	-5	2.0	5	-3	5

7 structures from above, sorted by heavy-atom count, largest number first.
no.	SMILES	EWS-Fli block	esBAF inh	XiGFP reactiv	RAD52 inh	E-selectin induc	S100A4 inh HTS	FN deposition inh	RAD54 inh
5	C[C@@H]1CN([C@H](C)CO)C(=O)CCCn2cc(nn2)CO[C@H]1CN(C)Cc1ccncc1	1	-4	0.1	x	0.0	x	-6	x
1	CCC(=O)N1[C@H](CN(CC)C(=O)c2cccc(F)c2)[C@H](c2ccccc2)[C@@H]1CO	17	2	0.2	-14	0.2	34	-11	-2
7	Cc1c[nH]c2cccc(OCC(CNC(C)(C)C)OC(=O)c3ccccc3)c12 (configuration not stated)	1	0	0.0	39	0.0	-2	5	-5
6	CCOC(=O)c1sc2ncn(/N=C/c3ccc(O)c(OC)c3)c(=O)c2c1C	32	x	-0.1	-4	0.4	-5	4	x
4	COc1ccc(C2=NN(C(C)=O)CC2c2cccc([N+](=O)[O-])c2)cc1 (configuration not stated)	x	9	0.1	-16	x	-1	8	0
2	O=C(/C=C/c1ccc(Cl)cc1)Nc1ccc(N2CCOCC2)cc1	-1	x	0.0	-9	x	-5	x	x
8	O=C(CCCNC(=O)c1ccc(Cl)cc1)Nc1ncccc1O	2	x	0.1	-5	2.0	5	-3	5

(next part)
no.	SMILES	EWS-Fli block	esBAF inh	XiGFP reactiv	RAD52 inh	E-selectin induc	S100A4 inh HTS	FN deposition inh	RAD54 inh
9	CCC(C)Nc1nc(N)c([N+](=O)[O-])c(NCCO)n1 (configuration not stated)	-11	x	0.1	-18	x	3	8	x
10	COCC(=O)N(C)C[C@H]1[C@H](c2ccccc2)[C@H](CO)N1C(=O)Cc1cccnc1	7	3	0.1	1	-0.1	-31	8	4
11	O=C(c1cccc(F)c1)N1C[C@H]2[C@@H](c3ccccc31)[C@@H](CO)N2C(=O)C1CC1	-14	-4	0.1	-1	0.1	-2	4	-1
12	CCCOC1CCCN(C(=O)c2cc(COc3cncc(Cl)c3)on2)C1 (configuration not stated)	x	66*	0.4	4	0.1	12	x	-4
13	O=C(c1ccco1)N1CCN(c2ccc([N+](=O)[O-])cc2Cl)CC1	-16	x	0.0	0	-1.7	0	-13	x
14	O=C(Nc1cccc(Br)c1)c1cc(S(=O)(=O)N2CCOCC2)cs1	3	x	0.1	-2	0.1	3	4	52*
15	OCCC1CN(Cc2ccc3c(c2)CCO3)CCN1C1CCCC1 (configuration not stated)	0	x	0.2	-7	x	16	-3	x
16	Cc1onc(C(=O)Nc2cccnc2Cl)c1[N+](=O)[O-]	-2	x	0.4	-2	x	6	-17	x

Sorted by value in RAD52 inh (smallest number first): 3 of the compounds above
no.	compound	RAD52 inh
9	CCC(C)Nc1nc(N)c([N+](=O)[O-])c(NCCO)n1 (configuration not stated)	-18
3	Cc1noc(C)c1NC(=O)N(C)C[C@H]1Oc2ncc(C#CCN(C)C)cc2C(=O)N([C@@H](C)CO)C[C@H]1C	-12
11	O=C(c1cccc(F)c1)N1C[C@H]2[C@@H](c3ccccc31)[C@@H](CO)N2C(=O)C1CC1	-1

Next results:
no.	SMILES	EWS-Fli block	esBAF inh	XiGFP reactiv	RAD52 inh	E-selectin induc	S100A4 inh HTS	FN deposition inh	RAD54 inh
17	C[C@H]1CN([C@@H](C)CO)C(=O)c2cc(NS(=O)(=O)c3ccccc3)ccc2O[C@@H]1CN(C)C(=O)Nc1cccc2ccccc12	-3	5	0.1	-2	0.8	-3	x	11
18	C[C@@H]1CCCCO[C@@H](CN(C)S(=O)(=O)c2ccccc2)[C@H](C)CN([C@@H](C)CO)C(=O)c2cc(NS(C)(=O)=O)ccc2O1	-3	9	0.2	-9	0.1	-20	x	-32
19	Cc1cccc(-c2noc(-c3ccoc3C)n2)c1	-32	x	0.1	1	x	0	x	x
20	CC(C)CC#Cc1ccc([C@H]2[C@@H](CO)N3CCCCN(C(=O)c4ccc5c(c4)OCO5)C[C@H]23)cc1	21	x	0.3	23	-0.3	-11	x	-12
21	CNC(=O)C[C@@H]1CC[C@@H]2[C@H](COc3ccc(NC(=O)c4ccc(F)cc4)cc3C(=O)N2C)O1	-5	1	0.1	x	-0.1	x	-12	x
22	COc1ccccc1-c1ccc(/C=C2\C=CC(=O)O2)o1	1	x	-0.1	-109	0.0	-4	-1	-20
23	C=CCOC(=O)[C@@H]1[C@H]2C(=O)O[C@H](c3ccccc3)[C@H](c3ccccc3)N2[C@H](c2ccc(OCCOC(=O)[C@@H]3C[C@@H]4C(=O)N[C@@H](Cc5ccccc5)C(=O)N4[C@@H]3c3ccc(O)cc3)cc2)[C@@]12C(=O)Nc1ccccc12	0	x	x	16	x	4	x	2
24	CN(C)C=NC(=O)c1cn(-c2ccc(F)cc2)c(=O)c2ccccc12	-11	x	0.0	-7	x	1	3	x
25	COc1cccc(C(=O)NNC(=O)c2cccnc2)c1	-2	0	0.2	10	3.7	-1	1	-9
26	CC1CCc2[nH]c3ccc(C(=O)N(C)CC(=O)Nc4ccc(F)cc4)cc3c2C1 (configuration not stated)	-2	1	0.0	-10	1.3	14	x	7
27	O=C(Cc1c[nH]c2ccccc12)Nc1ccc(Nc2ccncc2)cc1	14	x	0.4	6	0.4	-2	14	x
28	Cc1noc(C)c1NC(=O)NCC[C@H]1CC[C@H](NC(=O)c2ccccc2)[C@H](CO)O1	1	-1	0.2	1	0.9	-12	x	-6
29	COc1ccc(-c2ccc3n(c2=O)C[C@H]2[C@H](CO)[C@@H](C(=O)N(C)C)N(CC4CCCC4)[C@@H]32)cc1	15	-3	0.3	-17	-0.2	18	x	-10
30	CN(C)S(=O)(=O)c1cccc(C(=O)OCC(=O)NCc2ccc3c(c2)OCO3)c1	-2	-9	0.0	-8	x	0	3	-4
31	COc1ccccc1CNC(=O)C/C(C)=N/NC(=O)Cc1ccc(OC)c(OC)c1	6	x	0.2	1	-1.3	-4	-3	x
32	CCN(Cc1ccccc1)S(=O)(=O)c1ccc(C(=O)N(CCCN(C)C)c2nc3cc4c(cc3s2)OCCO4)cc1	-7	4	-0.3	24	x	0	-9	11
33	Nc1c(N(CCC2=CCCCC2)C(=O)COc2ccc([N+](=O)[O-])cc2)c(=O)[nH]c(=O)n1Cc1ccccc1	13	-18	0.1	-14	-1.4	-1	3	-16
34	C[C@@H]1CN([C@H](C)CO)C(=O)Cc2cc(N(C)C)ccc2O[C@@H]1CN(C)C(=O)NC1CCCCC1	2	-2	0.2	-10	-0.1	3	-8	10
35	CN(C)NC(=O)C(NC(=O)c1ccccc1)C12CC3CC(CC(C3)C1)C2 (configuration not stated)	9	x	0.1	-6	x	-7	-4	-1
36	CCC(=O)N(C)C[C@H]1Oc2ncc(C#CC3(O)CCCC3)cc2C(=O)N([C@H](C)CO)C[C@H]1C	4	3	-0.3	4	0.0	-3	x	-1
37	COc1ccc(S(=O)(=O)N2CCOCC2)cc1C(=O)NC1CCCCC1	2	x	0.3	-17	x	9	7	8
38	COC(=O)C1=C(C)NC(C)=C([N+](=O)[O-])C1c1ccccc1C(F)(F)F (configuration not stated)	-17&-14	3&-3	0.2&0.4	-5&-8	1.8&1.5	-2&-12	4&-4	-11&4
39	Cc1ccc(S(=O)(=O)N2CC3CCCC2C3)cc1 (configuration not stated)	7	x	0.5	-12	-0.1	23	5	-3
40	Cc1ccnc(NCc2c(O)ccc3ccccc23)c1	-4	2	0.2	-7	-0.1	0	3	-1
41	Cc1csc(SCC(=O)Nc2oc(C)c3c(C)n[nH]c(=O)c23)n1	-4	x	-0.7	-4	-0.7	-1	-7	x
42	Cc1cccc(N2CCN(C(=O)C3CC(=O)N(C4CCCC4)C3)CC2)c1C (configuration not stated)	-1	8	0.2	-14	-0.5	24	-2	2
43	Cc1cccc(-c2ccc([C@@H]3[C@H]4CN(C(=O)CN5CCOCC5)CC(=O)N4[C@H]3CO)cc2)c1	x	x	0.3	7	0.6	-1	x	x
44	Cc1nn(-c2ccccc2)c(Cl)c1/C=N/O	-8	x	0.0	-1	0.0	-8	-4	x
45	COc1ccc(-n2c(Cc3cccn3C)nnc2SCC(=O)Nc2ccc(C)cc2C)cc1	-3	4	0.1	-6	0.2	2	9	-10
46	CCN(CC)C(=O)COc1ccc(/C(C)=N/Nc2ncc(Cl)cc2Cl)cc1	-40	x	-0.1	-8	7.5	-4	4	-11
47	CN1c2ccc(-c3cccc(C#N)c3)cc2[C@H]2[C@H](CCN2S(=O)(=O)c2ccc(F)cc2)[C@@H]1CO	13	-2	0.0	7	-0.4	-8	7	12
48	CSc1ccccc1OCc1cc(C(=O)NCCC2CCCCO2)no1 (configuration not stated)	-66	38	0.1	-25	0.8	-1	4	0
49	CN(C(=O)c1cccc(NC(=O)Cc2ccc(NC(=O)C3CCCN(C(=O)C4CC4)C3)cc2)c1)C1CCC1 (configuration not stated)	19	-2	x	12	0.0	0	-1	8
50	Cc1ccc(S(=O)(=O)Nc2ccc3c(c2)CC(=O)N([C@H](C)CO)C[C@@H](C)[C@H](CN(C)CC2CCCCC2)O3)cc1	0	2	-1.2	3	0.5	1	x	-1
51	CC(=O)c1c(N2CCN(C)CC2)nc(=S)n(-c2cc(C)ccc2C)c1C	2	x	0.1	1	0.0	-3	0	x
52	C[C@H](CO)N1C[C@H](C)[C@H](CN(C)Cc2ccc(-c3ccccc3)cc2)Oc2c(NS(=O)(=O)c3ccc(F)cc3)cccc2C1=O	23	1	-0.5	32	0.0	-3	11	1
53	COc1cccc2c(=O)c3ccccc3oc12	-71	66*	0.0	-21	0.0	-3	8	-1
54	Cc1ccc(S(=O)(=O)CCC(=O)OCc2nnc(-c3ccccc3)o2)cc1	-11	-2	0.3	-24	-0.2	2	-3	-1
55	COc1ccccc1C#Cc1ccc2c(c1)O[C@H](CN(C)C)[C@@H](C)CN([C@H](C)CO)S2(=O)=O	1	-7	-0.5	18	0.0	1	6	-7
56	COc1ccc2c3c([nH]c2c1)[C@H](CO)N(C(=O)c1ccc(F)cc1)CC31CCN(C(=O)Nc2cccc(F)c2)CC1	-1	x	-0.1	13	-0.2	-1	x	x
